TrxR1 substrate: qHTS Assay for Substrates of Mammalian Selenoprotein Thioredoxin Reductase 1 (TrxR1): qHTS; purified TrxR1 substrate turnover, NADPH consumption readout; Potency, µM (top dose mostly 114 µM), for inactives: top-dose activity change, negative = substrate turnover; 390,000 compounds, 0.01% hits; AID 588456, 2011; also: potency is read from the fitted curve at half-maximal effect; % is scaled to controls: 0 for no effect and ±100 for the full control effect; nearly all actives have a fitted effect of over 50% in size
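Rat TrxR1, dispensed at 90 nM, was prereduced with 400 uM NADPH (final) for 5 min at ~22 deg C, then incubated with compound 15 min before 400 uM selenite. A first-read NADPH fluorescence drop versus no-compound background flagged substrates.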
RGS4 inhibitor: Inhibitors of Regulator of G Protein Signaling (RGS) 4: qHTS | Regulator of G-protein signaling 4 (Homo sapiens), P49798 | Transcreener GDP fluorescence polarization, RGS4-accelerated GTP hydrolysis | Potency, µM (top dose mostly 114 µM), inactives show at the top dose activity change, negative = inhibition, actives largely listed as inhibitors | 390,000 compounds, 0.039% hits | AID 504845, 2011; also: potency is read from the fitted curve at half-maximal effect; % is scaled to controls: 0 for no effect and ±100 for the full control effect; nearly all actives have a fitted effect of over 75% in size; some results filed as inactive show a strong effect at the top dose
Target sequence (P49798 whole entry, looked up): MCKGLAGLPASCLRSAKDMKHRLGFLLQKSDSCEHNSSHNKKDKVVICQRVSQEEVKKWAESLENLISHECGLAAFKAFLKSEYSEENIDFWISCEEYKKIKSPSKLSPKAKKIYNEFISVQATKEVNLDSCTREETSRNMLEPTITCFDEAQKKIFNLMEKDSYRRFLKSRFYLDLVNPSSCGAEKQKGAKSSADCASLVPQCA
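MLSMR compounds (23 nl, pin-transferred) preincubated 10 min at room temperature with a 500nM (2x) first reagent, then RGS4 at 900nM (2x) plus Transcreener GDP mix added; fluorescence polarization (620/688 nm) read before and after 90 min at 30 °C.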
TrxR1 inh: qHTS Assay for Inhibitors of Mammalian Selenoprotein Thioredoxin Reductase 1 (TrxR1): qHTS. Thioredoxin reductase 1, cytoplasmic (Rattus norvegicus), O89049. recombinant rTrxR1, NADPH fluorescence consumption, selenite substrate. Potency, µM (series often up to 114 µM), without a hit: at the top dose activity change, negative = inhibition, most hits filed as inhibitors. 390,000 compounds, 1% hits; also: potency is read from the fitted curve at half-maximal effect; % is scaled to controls: 0 for no effect and ±100 for the full control effect; nearly all actives have a fitted effect of over 65% in size
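Rat TrxR1 (90 nM in the dispensed reagent) was pre-reduced with 400 uM NADPH for 5 min at room temperature, then incubated with compound for 15 min. After 400 uM selenite was added, NADPH fluorescence (Ex 340/Em 450 nm) was followed for 8 min.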
IDH1 R132H inh: qHTS for Inhibitors of mutant isocitrate dehydrogenase 1 (IDH1): qHTS; IDH1-R132H enzyme, NADPH consumption, diaphorase/resazurin fluorescence; Potency, µM (series often up to 76.6 µM), for inactives: at the highest dose activity change, negative = inhibition, actives largely listed as inhibitors; 390,000 compounds, 0.093% hits; AID 602179, 2012; also: potency is read from the fitted curve at half-maximal effect; % is scaled to controls: 0 for no effect and ±100 for the full control effect; nearly all actives have a fitted effect of over 65% in size
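IDH1-R132H (0.5 ug/mL dispensed) in pH 7.5 Tris buffer was preincubated 30 min with compound, then given a substrate mix of 0.016 mM NADPH and 2 mM alpha-KG for 80 min at room temperature; remaining NADPH was read by diaphorase/resazurin fluorescence.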
GRP78 ERSR act: qHTS for Inducers of the Endoplasmic Reticulum Stress Response (ERSR) in Human Glioma: qHTS. U87-MG GRP78 promoter luciferase reporter, 16 h. Potency, µM, inactives show at the highest dose activation, usual class: activators. 420,000 compounds, 0.02% hits. AID 602332, 2012; also: potency is read from the fitted curve at half-maximal effect; series mostly up to about 76 µM; % of control where 0% means no effect; nearly all actives have a fitted effect of over 35% in size
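Stably transfected U87-MG human glioma cells carrying a GRP78-based luminescent sensor were seeded at 1000 cells/well, pin-dosed with compounds and incubated 16 h. Luciferase reagent was then added, and end-point luminescence was read after 10 min at room temperature.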
LDHA block: qHTS assay for inhibitors of human lactate dehydrogenase; L-lactate dehydrogenase A chain (Homo sapiens), P00338; purified LDHA, NADH/diaphorase-resazurin fluorescence; hits give low values; activity change, % (values are at about 110 or 230 µM); 480,000 compounds, 0.15% hits; AID 1347041, 2019; in the data active = activity change below about -30%; inconclusive = mostly about -25% to -30%;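 also: plate controls were DMSO wells for no effect and wells without enzyme for full effect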
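Human LDH5 (2 nM) was incubated with 0.06 mM NADH and 0.2 mM pyruvate for 5 min at room temperature in Tris pH 7.4. Remaining NADH was coupled through diaphorase/resazurin, and resorufin fluorescence was read at 0 and 20 min.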
Vif-A3F inh: qHTS for Inhibitors of Vif-A3F Interactions: qHTS | Potency, µM (highest dose often 46.1 µM), inactives show top-dose activity, negative = active | 390,000 compounds, 0.2% hits | HeLa A3F-eYFP + Vif (tagged APOBEC3F with the HIV-1 protein that degrades it), YFP fluorescence increase | AID 602313, 2012; also: potency is read from the fitted curve at half-maximal effect; % of control where 0% means no effect; nearly all actives have a fitted effect of over 65% in size
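HeLa cells stably expressing Vif plus C-terminally eYFP-tagged A3F were seeded, incubated overnight at 37 deg C, dosed with compound, incubated overnight again at 37 deg C. Yellow fluorescence (Ex 488/Em 500-530) reported blocked Vif-mediated A3F-eYFP degradation.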
USP1 inh: Inhibitors of USP1/UAF1: Primary Screen; Ubiquitin carboxyl-terminal hydrolase 1 (Homo sapiens), O94782; recombinant USP1/UAF1, Ub-Rhodamine cleavage fluorescence; Potency, µM (titrated, usually from 57.1 µM), without a hit: top-dose activity change, negative = inhibition, most hits filed as inhibitors; 390,000 compounds, 0.23% hits; AID 743255, 2014; also: potency is read from the fitted curve at half-maximal effect; % is scaled to controls: 0 for no effect and ±100 for the full control effect; nearly all actives have a fitted effect of over 60% in size; inactives centre near -12
Target sequence (O94782 whole entry, looked up): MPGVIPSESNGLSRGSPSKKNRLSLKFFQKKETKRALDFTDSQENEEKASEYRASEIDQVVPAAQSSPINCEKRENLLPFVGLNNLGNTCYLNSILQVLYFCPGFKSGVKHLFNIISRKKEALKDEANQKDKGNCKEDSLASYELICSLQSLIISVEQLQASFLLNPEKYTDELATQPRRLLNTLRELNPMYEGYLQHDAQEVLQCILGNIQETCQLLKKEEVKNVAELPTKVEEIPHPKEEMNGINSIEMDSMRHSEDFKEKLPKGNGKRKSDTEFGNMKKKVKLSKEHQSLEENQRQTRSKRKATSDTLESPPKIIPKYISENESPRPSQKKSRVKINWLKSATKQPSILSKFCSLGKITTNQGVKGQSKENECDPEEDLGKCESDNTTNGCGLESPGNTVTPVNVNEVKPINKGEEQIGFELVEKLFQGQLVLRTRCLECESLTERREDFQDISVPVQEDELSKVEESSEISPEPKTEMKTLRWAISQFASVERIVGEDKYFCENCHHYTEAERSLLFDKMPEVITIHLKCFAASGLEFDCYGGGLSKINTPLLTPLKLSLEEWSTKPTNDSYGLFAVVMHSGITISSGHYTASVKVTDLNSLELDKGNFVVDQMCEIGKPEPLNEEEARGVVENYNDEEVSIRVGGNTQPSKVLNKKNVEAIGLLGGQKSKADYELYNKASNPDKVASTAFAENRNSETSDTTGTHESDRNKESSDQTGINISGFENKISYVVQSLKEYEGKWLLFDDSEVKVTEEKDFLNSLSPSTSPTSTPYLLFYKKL
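USP1/UAF1 complex at 1 nM was preincubated with compound for 15 min at room temperature, then Ub-Rho substrate (150nM final) was added. Fluorescence (480/540 nm) was read kinetically, 6 reads every 60 seconds.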
Vif-APOBEC3G blk: qHTS for Inhibitors of Vif-A3G Interactions: qHTS; HeLa A3G-eYFP + Vif (tagged APOBEC3G with the HIV-1 protein that degrades it), YFP fluorescence, overnight; 410,000 compounds, 0.076% hits; DNA dC->dU-editing enzyme APOBEC-3G (Homo sapiens), Q9HC16; Potency, µM (titrated, usually from 46.1 µM), without a hit: at the top dose activity, negative = active, actives largely listed as inhibitors;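 also: potency is read from the fitted curve at half-maximal effect; % is scaled to controls: 0 for no effect and ±100 for the full control effect; nearly all actives have a fitted effect of over 60% in size; hits raise eYFP signal because A3G escapes Vif-driven loss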
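Read-out is eYFP fluorescence (Ex 488/Em 500-530) from Vif-expressing HeLa A3G-eYFP cells; more signal means A3G escaped Vif-mediated degradation. Cells plated overnight, compound pinned in, incubated overnight at 37 deg C.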
* marks the source's active call; other numbers are inactive results; [ ] = dose if it differs, or a comment. Unless noted, calls follow the shape of the dose curve; as a rule, active = well fitted curve in the direction sought with a large enough effect; inconclusive = small, poorly fitted or top-dose-only effect, or another doubt; inactive = no such curve, though single readings can be large; an effect the other way counts as inactive or inconclusive.

Cc1ccc(NC(=O)C2CC(=O)N(c3ccccc3Cl)C2)cc1S(=O)(=O)N1CCOCC1 (stereo not drawn) was read as TrxR1 substrate -4%, RGS4 inhibitor -11%, TrxR1 inh 2%, IDH1 R132H inh 4%, GRP78 ERSR act -1%, LDHA block -2, Vif-A3F inh -5%, USP1 inh -2% and Vif-APOBEC3G blk 0%.
For COc1ccc(C(=O)O/N=C(\N)Cc2ccc(Cl)c(Cl)c2)cc1OC the results were TrxR1 substrate -17%, RGS4 inhibitor -24%, TrxR1 inh -13%, IDH1 R132H inh 1%, GRP78 ERSR act -14%, LDHA block -6, Vif-A3F inh 7%, USP1 inh -7% and Vif-APOBEC3G blk 3%.
`CCOc1ccc(NC(=O)CN2C(=O)S/C(=C/c3cccn3C)C2=O)cc1` gave TrxR1 substrate -9%, RGS4 inhibitor 2%, TrxR1 inh -12%, IDH1 R132H inh -8%, GRP78 ERSR act 7%, LDHA block -4, Vif-A3F inh -1%, USP1 inh -9% and Vif-APOBEC3G blk 0%.
Screening COc1ccc(NC(=S)N2CCN(Cc3ccco3)CC2)c(OC)c1 returned TrxR1 substrate -8%, RGS4 inhibitor -23%, TrxR1 inh -25%, IDH1 R132H inh 3%, GRP78 ERSR act -3%, LDHA block 7, Vif-A3F inh 6%, USP1 inh -16% and Vif-APOBEC3G blk 0%.
C(=C\c1ccnc2ccccc12)/c1cccs1 was read as TrxR1 substrate 0%, TrxR1 inh 11%, GRP78 ERSR act 5%, LDHA block -9 and Vif-APOBEC3G blk -7%.
For COc1ccccc1CN(C)c1ccc(S(=O)(=O)N2CCN(C)CC2)cn1 the results were TrxR1 substrate 1%, RGS4 inhibitor -22%, TrxR1 inh 33%, IDH1 R132H inh 4%, GRP78 ERSR act -3%, LDHA block 1, Vif-A3F inh 1%, USP1 inh -22% and Vif-APOBEC3G blk 2%.
For NC(=O)c1ccc(NC(=O)COC(=O)c2ccc3c(c2)OCCO3)cc1 the results were TrxR1 substrate 4%, RGS4 inhibitor -28%, TrxR1 inh 6%, IDH1 R132H inh 1%, GRP78 ERSR act 1%, LDHA block 0, Vif-A3F inh inconclusive, USP1 inh -17% and Vif-APOBEC3G blk -4%.
Screening Cc1cc2c(cc1NS(=O)(=O)c1ccc(F)cc1)n(C)c(=O)c(=O)n2C returned TrxR1 substrate 4%[57.1 µM], RGS4 inhibitor -2%, TrxR1 inh 22%[57.1 µM], IDH1 R132H inh 0%, GRP78 ERSR act -2%, LDHA block -2, Vif-A3F inh -3%, USP1 inh -17% and Vif-APOBEC3G blk 1%.
`Cc1cccc(OCCSc2nc3ccc(NC(=O)COc4ccccc4)cc3s2)c1` gave TrxR1 substrate -4%, RGS4 inhibitor 21%, TrxR1 inh 4%, IDH1 R132H inh 10%, GRP78 ERSR act 2%, LDHA block -6, Vif-A3F inh -2%, USP1 inh -9% and Vif-APOBEC3G blk -1%.
For COc1ccc(Cn2c(=O)[nH]c3cc(C(=O)NCCC(C)C)ccc3c2=O)cc1 the results were TrxR1 substrate 9%[2.29 µM], RGS4 inhibitor 7%, TrxR1 inh 22%, IDH1 R132H inh -5%, GRP78 ERSR act 3%, LDHA block -3, Vif-A3F inh 0%, USP1 inh -21% and Vif-APOBEC3G blk -5%.
`COc1ccc(NC(=O)COC(=O)/C=C/c2cccs2)c(OC)c1` gave TrxR1 substrate 0%, RGS4 inhibitor -9%, TrxR1 inh 17%, IDH1 R132H inh 4%, GRP78 ERSR act -2%, LDHA block -5, Vif-A3F inh 2%, USP1 inh -21% and Vif-APOBEC3G blk 2%.
For O=C(CSc1nc2ccccc2c(=O)n1-c1ccccc1)NCc1ccco1 the results were TrxR1 substrate 7%[57.1 µM], RGS4 inhibitor -20%, TrxR1 inh 7%[57.1 µM], IDH1 R132H inh -2%, GRP78 ERSR act 3%, LDHA block -6, Vif-A3F inh 7%, USP1 inh -18% and Vif-APOBEC3G blk -8%.
`COc1cccc(-c2cc(C(=O)N3C(C)CCCC3C)no2)c1` (stereo not drawn) gave TrxR1 substrate -4%, RGS4 inhibitor -27%, TrxR1 inh -29%, IDH1 R132H inh 6%, GRP78 ERSR act 5%, LDHA block 4, Vif-A3F inh -7%, USP1 inh -13% and Vif-APOBEC3G blk 2%.
Cc1cc(C(=O)NCc2cccs2)ccc1[N+](=O)[O-] was read as TrxR1 substrate -13%, RGS4 inhibitor 1%, TrxR1 inh -13%, IDH1 R132H inh 2%, GRP78 ERSR act 1%, LDHA block 1, Vif-A3F inh 4%, USP1 inh -15% and Vif-APOBEC3G blk 0%.
`O=C(CCNC(=O)c1ccc(Cl)cc1)Nc1ccc(S(=O)(=O)N2CCOCC2)cc1` gave TrxR1 substrate 2%, RGS4 inhibitor 7%, TrxR1 inh 17%, IDH1 R132H inh -10%, GRP78 ERSR act -5%, LDHA block -12, Vif-A3F inh -1%, USP1 inh -4% and Vif-APOBEC3G blk 0%.
`COc1ccc(C2=NS(=O)(=O)N(C)C(C(=O)NCc3ccco3)=C2)cc1OC` gave TrxR1 substrate 0%[57.1 µM], RGS4 inhibitor -19%, TrxR1 inh inconclusive, IDH1 R132H inh 17%, GRP78 ERSR act -4%, LDHA block 4, Vif-A3F inh 0%, USP1 inh -7% and Vif-APOBEC3G blk -1%.
CC(C)C(NC(=O)c1ccccc1F)C(=O)Nc1ccc2c(c1)OCO2 (stereo not drawn) was read as TrxR1 substrate -3%, RGS4 inhibitor -12%[56.9 µM], TrxR1 inh 9%, IDH1 R132H inh 9%, GRP78 ERSR act -2%, LDHA block 2, Vif-A3F inh 5%, USP1 inh -21% and Vif-APOBEC3G blk 0%.
`Cc1onc(-c2c(Cl)cccc2Cl)c1C(=O)c1c[nH]c(C(=O)NC2CC2)c1` gave TrxR1 substrate -1%, RGS4 inhibitor 11%, TrxR1 inh 12%, IDH1 R132H inh 3%, GRP78 ERSR act -2%, LDHA block -19, Vif-A3F inh -5%, USP1 inh -5% and Vif-APOBEC3G blk -5%.
`COc1ccccc1C(=O)Nc1ccc(N2CCN(Cc3ccccc3)CC2)cc1` gave TrxR1 substrate 0%, RGS4 inhibitor -27%, TrxR1 inh 8%, IDH1 R132H inh 6%, GRP78 ERSR act -5%, LDHA block -1, Vif-A3F inh 1%, USP1 inh inconclusive and Vif-APOBEC3G blk 2%.
Cc1cccc(OCC(=O)Nc2nc3ccc([N+](=O)[O-])cc3s2)c1C was read as TrxR1 substrate -2%, RGS4 inhibitor -35%, TrxR1 inh 7%, IDH1 R132H inh 0%, GRP78 ERSR act -3%, LDHA block 2, Vif-A3F inh -5%, USP1 inh -11% and Vif-APOBEC3G blk -9%.
`Cc1ccc(-c2ccc(/C=N/N=C3/NC(=O)C(CC(=O)O)S3)o2)c([N+](=O)[O-])c1` (stereo not drawn) gave TrxR1 substrate inconclusive, RGS4 inhibitor -31%, TrxR1 inh -32%, IDH1 R132H inh 16%, GRP78 ERSR act 0%, LDHA block 8, Vif-A3F inh 0%, USP1 inh -27% and Vif-APOBEC3G blk 0%.
For O=C1Nc2cccc3c2N(CCC3)C2=C1CCC2 the results were IDH1 R132H inh 7%, GRP78 ERSR act 3%, LDHA block 1, Vif-A3F inh -2%, USP1 inh -25% and Vif-APOBEC3G blk 0%.
For COc1ccc2cc(S(=O)(=O)N3CCCCCC3)ccc2c1 the results were TrxR1 substrate 2%[57.1 µM], RGS4 inhibitor inconclusive, TrxR1 inh 14%, IDH1 R132H inh 4%, GRP78 ERSR act -2%, LDHA block -8, Vif-A3F inh 3%, USP1 inh -5% and Vif-APOBEC3G blk -1%.
For COc1cc(C(=O)NC(=S)Nc2ccc3oc(=O)ccc3c2)cc(OC)c1OC the results were TrxR1 substrate 9%, RGS4 inhibitor -5%, TrxR1 inh 12%, IDH1 R132H inh 2%, GRP78 ERSR act -4%, LDHA block -7, Vif-A3F inh -7%, USP1 inh -21% and Vif-APOBEC3G blk -2%.

Screening data from PubChem BioAssay.

An excerpt, so the mix of outcomes need not match the whole.
